Screening data deposited in PubChem by National Center for Advancing Translational Sciences (NCATS).
Mito fusion yeast: qHTS Assay for Small Molecule Inhibitors of Mitochondrial Division or Activators of Mitochondrial Fusion | 320,000 compounds, 0.23% hits | S. cerevisiae fusion-defective mutant growth rescue, CellTiterGlo 48 h | Potency, µM (top dose mostly 46.1 µM), without a hit: at the top dose growth rescue (activation), actives largely listed as activators | AID 485298, 2010;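 note: potency is the fitted concentration of half-maximal effect; % of control where 0% means no effect; nearly all actives have a fitted effect of over 45% in size; temperature-sensitive fusion mutants such as fzo1-1 at 37 °C on non-fermentable ethanol glycerol medium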
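Read-out: ATP-based luminescence (CellTiterGlo, 10 min ambient) reporting growth of fusion-defective ts yeast after 48 hours at 37C on glycerol/ethanol YPEG medium in the presence of compound.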
PKM2 activator: qHTS Assay for Activators of Human Muscle isoform 2 Pyruvate Kinase; Potency, µM (doses to about 57.5 µM), for inactives: at the highest dose activation, most hits filed as activators; purified PKM2, Kinase-Glo ATP luminescence, activation; response scale: 0% is enzyme alone, no compound; 260,000 compounds, 0.34% hits; note: potency is the fitted concentration of half-maximal effect; % is set by controls: 0 for no effect and ±100 for the full control effect; nearly all actives have a fitted effect of over 55% in size
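ATP formation by purified human PK-M2, quantified via coupled luciferase luminescence after 1 h at room temperature with 0.1 mM ADP and 0.5 mM PEP final.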
RORg inh: qHTS for inhibitors of ROR gamma transcriptional activity; Drosophila S2 Gal4-RORgamma UAS-luciferase reporter, 20 h; Potency, µM (top dose mostly 53.6 µM), without a hit: top-dose activity change, negative = inhibition, actives largely listed as inhibitors; 310,000 compounds, 5.4% hits; AID 2551, 2010; note: potency is the fitted concentration of half-maximal effect; % is set by controls: 0 for no effect and ±100 for the full control effect; nearly all actives have a fitted effect of over 60% in size
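Stable Schneider cell line, Gal4 DNA-binding domain fused to ROR gamma, UAS-luciferase. Cmpd 1 hr RT → CuSO4 700 uM final → 20 hr RT → luciferase reagent 10 min → luminescence.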
NPC1 promoter act: qHTS Assay for NPC1 Promoter Activators. Potency, µM (highest dose often 9.22 µM), for inactives: at the highest dose activation, usual class: activators. AID 485313, 2010. Huh7 NPC1 promoter luciferase reporter, 24 h. 320,000 compounds, 2.4% hits;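 note: potency is the fitted concentration of half-maximal effect; % of control where 0% means no effect; nearly all actives have a fitted effect of over 60% in size; reporter is driven by a mutant NPC1 promoter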
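Readout is luciferase luminescence, reflecting NPC1 promoter activation in stably transfected Huh7 cells after 24 h compound exposure at 37 °C in reduced-serum medium with 10% FBS.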
MBNL1-CUG inh: qHTS Assay for Inhibitors of MBNL1-poly(CUG) RNA binding. AID 2675, 2010. TR-FRET MBNL1-His/biotin-(CUG)12 binding, 665/545 ratio. 280,000 compounds, 0.036% hits. Potency, µM (titrated, usually from 57.5 µM), for inactives: at the top dose activity change, negative = inhibition, most hits filed as inhibitors; active = well fitted inhibition curve with a large enough effect in the signal ratio, with a control signal flat, not every such curve was filed as active; inconclusive = small, poorly fitted or top-dose-only effect, or effect the other way, or a change in a side signal; inactive = no such curve, though single readings can be large or run the other way; the % refers to the signal ratio; note: potency is the fitted concentration of half-maximal effect; % is set by controls: 0 for no effect and ±100 for the full control effect
Target sequence (Q9NR56 whole entry, looked up): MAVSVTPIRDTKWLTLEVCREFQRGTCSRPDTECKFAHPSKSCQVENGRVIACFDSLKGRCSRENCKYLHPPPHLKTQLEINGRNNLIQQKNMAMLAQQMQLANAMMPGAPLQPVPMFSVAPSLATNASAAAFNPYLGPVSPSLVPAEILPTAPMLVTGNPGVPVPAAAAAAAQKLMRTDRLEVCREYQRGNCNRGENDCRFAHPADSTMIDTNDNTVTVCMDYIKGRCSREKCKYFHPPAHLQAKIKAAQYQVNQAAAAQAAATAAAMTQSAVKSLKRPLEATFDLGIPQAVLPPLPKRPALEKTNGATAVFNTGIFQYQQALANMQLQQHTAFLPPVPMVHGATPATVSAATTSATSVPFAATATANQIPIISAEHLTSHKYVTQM
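Ratiometric TR-FRET (665 over 545 nm, excitation 340 nm) tracks disruption of MBNL1-His/biotin-(CUG)12 complex after 60 min at room temperature, with compounds at 92 nM to 58 uM final.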
KCNH2 3.1 block: qHTS for Inhibitors of KCHN2 3.1: Mutant qHTS; Potassium voltage-gated channel subfamily H member 2, brain isoform KCNH2 3.1 (human); U2OS KCNH2 3.1, thallium flux FluxOr; stronger effect = lower value; activity change, % (tested at about 1.8 µM); 340,000 compounds, 0.95% hits; AID 720553, 2013;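 active = maximum activity change below -70%; inconclusive = maximum activity change from -70% to -50%; inactive = maximum activity change above -50%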;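 note: thallium influx rate constant from kinetic fluorescence after stimulation buffer; % is set by controls: 0 for no effect and ±100 for the full control effect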
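Kinetic fluorescence (2 min after stimulation buffer) measures Tl+ influx through KCNH2 3.1 expressed by viral transduction in U2OS cells; the rate constant is normalized against DMSO controls serving as positive and negative references.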
Gal4-VP16 FLuc: VP16 counterscreen qHTS for inhibitors of ROR gamma transcriptional activity; Potency, µM (series often up to 53.6 µM), for inactives: at the highest dose activity, negative = inhibition, usual class: inhibitors; 310,000 compounds, 3.5% hits; Drosophila S2 Gal4-VP16 UAS-luciferase, luminescence, 20 h;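 note: Gal4-VP16 expression switched on by copper sulfate through the metallothionein promoter; potency is the fitted concentration of half-maximal effect; % is set by controls: 0 for no effect and ±100 for the full control effect; nearly all actives have a fitted effect of over 50% in size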
FLuc modulator: qHTS profiling assay for firefly luciferase inhibitor/activator using purifed enzyme and Km concentrations of substrates (counterscreen for miR-21 project); Luciferin 4-monooxygenase (Photinus pyralis), P08659; purified FLuc, Km substrates, luminescence inhibition; Potency, µM (highest dose often 57.5 µM), without a hit: at the top dose activity change, negative = inhibition, actives largely listed as inhibitors; 360,000 compounds, 6.9% hits; AID 588342, 2011;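 note: potency is the fitted concentration of half-maximal effect; plate controls were vehicle for no effect and reference inhibitor for full effect; nearly all actives have a fitted effect of over 55% in size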
Target sequence (P08659 whole entry, looked up): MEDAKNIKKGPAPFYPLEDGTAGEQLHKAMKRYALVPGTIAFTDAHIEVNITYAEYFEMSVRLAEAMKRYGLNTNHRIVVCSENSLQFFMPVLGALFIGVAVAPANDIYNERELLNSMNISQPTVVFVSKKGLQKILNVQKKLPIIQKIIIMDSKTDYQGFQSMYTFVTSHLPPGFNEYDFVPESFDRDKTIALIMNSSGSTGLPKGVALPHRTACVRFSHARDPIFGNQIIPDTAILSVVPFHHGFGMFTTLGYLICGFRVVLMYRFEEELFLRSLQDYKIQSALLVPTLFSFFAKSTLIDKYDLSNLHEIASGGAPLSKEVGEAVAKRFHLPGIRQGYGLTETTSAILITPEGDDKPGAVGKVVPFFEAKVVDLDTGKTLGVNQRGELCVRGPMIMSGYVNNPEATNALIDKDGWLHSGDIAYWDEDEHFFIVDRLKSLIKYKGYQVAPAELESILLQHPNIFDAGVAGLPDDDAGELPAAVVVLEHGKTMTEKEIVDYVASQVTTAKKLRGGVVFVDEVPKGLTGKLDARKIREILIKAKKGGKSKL
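Purified P. pyralis luciferase, 10 nM final, with Km-level 10 uM D-luciferin and 10 uM ATP in 50 mM Tris acetate pH 7.5, 10 mM Mg acetate, 0.01% Tween-20, 0.05% BSA; 6-point qHTS titration about 60 µM downward; luminescence read.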
Menin-MLL TR inh: qHTS Assay for Inhibitors Targeting the Menin-MLL Interaction in MLL Related Leukemias: Competition With Texas Red Labeled MLL-derived Mutant Peptide; O00255; Menin + Texas Red MLL mutant peptide, fluorescence polarization; Potency, µM (series often up to 61.6 µM), without a hit: at the top dose FP activity change, negative = inhibition, actives largely listed as inhibitors; 270,000 compounds, 0.23% hits; AID 1768, 2009; active = well fitted inhibition curve with a large enough effect in the polarisation, with a control signal flat, not every such curve was filed as active; inconclusive = small, poorly fitted or top-dose-only effect, or effect the other way, or a change in a side signal; inactive = no such curve, though single readings can be large or run the other way; the % refers to the polarisation; note: potency is the fitted concentration of half-maximal effect; % of control where 0% means no effect; many of its hits are not listed in these tables
Rab9 prom act: qHTS Assay for Rab9 Promoter Activators; Huh7 Rab9 promoter-luciferase reporter, luminescence, 24 h; Potency, µM (highest dose often 9.22 µM), inactives show at the highest dose activation, negative = inhibition, usual class: activators; 320,000 compounds, 2.8% hits; AID 485297, 2010; note: potency is the fitted concentration of half-maximal effect; % of control where 0% means no effect; nearly all actives have a fitted effect of over 60% in size
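Steps: seed 1500 Huh7 Rab9-luc cells per well, rest 2 h at 37 °C; add compound in DMSO; incubate 24 h; add luciferase reagent, 10 min ambient; read luminescence.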
ELG1 DNA repair: qHTS screen for small molecules that inhibit ELG1-dependent DNA repair in human embryonic kidney (HEK293T) cells expressing luciferase-tagged ELG1 | HEK293T ELG1-luciferase reporter, luminescence, 16 h; DNA damage induced by 5-fluorouridine | Potency, µM (top dose mostly 46.1 µM), for the others: top-dose activity change, negative = inhibition, usual class: inhibitors | 330,000 compounds, 2.3% hits; note: potency is the fitted concentration of half-maximal effect; % is set by controls: 0 for no effect and ±100 for the full control effect; nearly all actives have a fitted effect of over 55% in size
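HEK293T cells expressing luciferase-tagged ELG1 (2,000/well) received 5-Fluorouridine plus compound or DMSO for 16 hr at 37 °C. Luciferase was read by ONE-Glo luminescence after 30 min at room temperature.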
Active calls of the source: *; ? = inconclusive; nt = no result given; [ ] = another dose, or the depositor's remark. Unless noted, calls come from the whole dose curve; as a rule, active = well fitted curve in the direction sought with a large enough effect; inconclusive = small, poorly fitted or top-dose-only effect, or another doubt; inactive = no such curve, though single readings can be large; an effect the other way counts as inactive or inconclusive.

Molecule	ELG1 DNA repair	RORg inh	Rab9 prom act	Mito fusion yeast	Menin-MLL TR inh	KCNH2 3.1 block	NPC1 promoter act	FLuc modulator	PKM2 activator	Gal4-VP16 FLuc	MBNL1-CUG inh
CCCSC1=C(C#N)C(c2ccccc2C)CC(=O)N1 (stereo unspecified)	2%	9%	-8%	11%	1%	0	5%	-12%	-4%	8%	-8%
COc1ccc(N2C(=O)c3ccccc3NC2c2ccccc2O)cc1 (stereo unspecified)	?	?	1.3µM*	-8%	31%[activator]	1	1.4µM*	-19%	nt	-14%	-17%
COc1cc(OC)nc(Oc2ccccc2C(=O)Oc2ccc(F)cc2Cl)n1	4%	0%	-7%	-1%	-10%	3	-1%	0%	-3%	4%	-8%
O=[N+]([O-])c1ccc2c(c1)OCCOCCOCCOCCOCCOCCO2	-8%	-8%	1%	-1%	-8%	-4	2%	-1%	-6%	?	9%
O=C(CN1C(=O)C2C3CCC(C3)C2C1=O)Oc1ccc2ccccc2c1 (stereo unspecified)	13%	-8%	-2%	-5%	7%	0	0%	-20%	1%	-10%	?
Cc1ccccc1CN1CCCNC1=O	nt	-9%	-2%	-1%	-3%	7	-2%	0%	0%	0%	-5%
CC12CCC(C(=O)NNc3ccccc3)(OC1=O)C2(C)C (stereo unspecified)	-10%	-22%	-2%	4%	-18%	-1	0%	5%	4%	19%	0%
Cc1cc(NC(=O)CCCN2C(=O)c3cccnc3C2=O)ccc1Br	-18%	6%	-3%	-10%	2%	-72*	2%	4%	nt	-2%	?
Cc1nc2ccccn2c1-c1ccnc(SCc2ccc(Cl)cc2)n1	?	-22%	-4%	-1%	nt	-9	0%	0%	-6%	2%	nt
Cc1ccc(NC(=O)CNc2ccc(OC(C)C)cc2)cc1	-4%	-1%	1%	2%	2%	7	6%	?	-21%	-12%	-1%
COC(=O)c1ccc(NC(=S)NC2c3ccccc3CC2O)cc1 (stereo unspecified)	0%	5%	-9%	7%	41%[activator]	7	-4%	-13%	-28%	-13%	-11%
CCN(CC)CCN(Cc1cc2cc3c(cc2[nH]c1=O)OCCO3)C(=S)NCC1CCCO1 (stereo unspecified)	15%	7%	-13%	-4%	-9%	3	1%	?	5%	0%	?
CCc1ccc(NC(=O)NC(C)c2ccc3c(c2)OCO3)cc1 (stereo unspecified)	-1%	8%	-1%	-7%	nt	-4	2%	-6%	2%	12%	-5%
COc1cccc2cc(C(=O)NCc3ccc(C)cc3)c(=N)oc12	12%	-14%	2%	-6%	46%[activator]	-3	-1%	5.4µM*	1%	-2%	-2%
O=C(CCN1C(=O)CSc2ccccc21)Nc1ccc(OC(F)(F)F)cc1	-26%	nt	-5%	?	nt	-19	-3%	0%	nt	nt	nt
O=S(=O)(CCN1CCN(c2ccccn2)CC1)c1ccc(Cl)cc1Cl	-17%	-3%	-9%	-6%	nt	5	-1%	1%	7%	8%	nt
COc1ccc(NC(=O)c2ccc3c(c2)C(=O)N(CC2CCCO2)C3=O)c(OC)c1 (stereo unspecified)	-1%	12%	0%	-4%	-12%	10	-1%	3%	0%	5%	?
O=C(O)c1cc(N/N=C/c2ccc(OCc3ccccc3)cc2)ccc1Cl	?	19%	0.56µM*	-1%	?	-1	2.5µM*	6.7µM*	10%	0%	2%
CCN1CCCC1CNC(=O)c1cc([N+](=O)[O-])c(N(C)C)cc1OC (stereo unspecified)	0%	-23%	-1%	-1%	-3%	8	-3%	0%	-1%	-14%	25%
COc1ccc(OC)c(C2NC(=O)N(C)C(C)=C2C(=O)OCc2ccccc2)c1 (stereo unspecified)	-14%	-37%[1.91 µM]	-2%	4%	-11%	7	-9%	4%	-2%	-4%	-1%
Cc1ccc(C)c(N2CCN(S(=O)(=O)c3c(C(=O)N4CCCCC4)c(C)n(C)c3C)CC2)c1	?	11%	-6%	4%	nt	-2	-6%	1%	nt	2%	-2%
CSCCC(NC(=O)c1ccccc1)C(=O)N1CCN(Cc2ccc(Cl)cc2)CC1 (stereo unspecified)	?	nt	-1%	6%	nt	-6	-6%	4%	nt	nt	nt
Cc1ccc(-c2ccccc2NC(=O)CS(=O)CC(=O)Nc2ccc(C)c(Cl)c2)o1 (stereo unspecified)	-15%	?	-1%	6%	21%	5	-2%	-1%	12%	-14%	?
Cc1ccc2c(c1)c(C)c(C)n2CC(O)Cn1nc(C)c(Br)c1C (stereo unspecified)	-27%	6%	-7%	-1%	5%	-8	-6%	6%	3%	-25%	-1%
O=C(c1ccc(-c2ccc(Cl)cc2)o1)N1CCN(S(=O)(=O)c2cccs2)CC1	?	nt	0%	24%	nt	-22	2%	?	nt	nt	nt
Fc1ccc(/C=N/n2c(-c3cccs3)n[nH]c2=S)cc1	5%	2µM*	-1%	4%	?	15	-3%	6%	-22%	4µM*	-4%
CCOC(=O)C1NN=C(C(=O)c2ccccc2)C1c1ccc(Cl)cc1 (stereo unspecified)	-5%	12%	-1%	10%	?	-19	1%	-3%	-15%	6%	-2%
Clc1nssc1=Nc1ccccc1	?	?	-3%	12%	?	4	1%	21µM*	13%	?	-9%
O=C(CNC(=O)C(c1ccccc1)c1ccccc1)N/N=C\c1cccc(O)c1	17%	2%	-5%	-2%	nt	12	8%	1%	-14%	?	5%
CS(=O)(=O)N(CC(=O)N1CCCCC1)c1ccc(Cl)c(C(F)(F)F)c1	-3%	-2%	-2%	1%	-24%	14	-5%	-2%	-1%	-13%	-1%
Cc1ccccc1C(=O)NNC(=O)C1CCN(c2ncccn2)CC1	8%	6%	-5%	5%	-12%	15	-2%	1%	-1%	0%	0%
COCc1cc(C)nc(OCC(=O)N/N=C/c2ccc(O)cc2O)c1C#N	?	-41%	-6%	-6%	6%	3	0%	-6%	2%	-3%	2%
Cc1cccc(NC(=O)C2C3C=CC4(O3)C2C(=O)N(CCCN2CCCC2)C4C(=O)NC2CCCC(C)C2C)c1 (stereo unspecified)	-3%	-24%	-3%	-2%	?	-2	2%	0%	0%	-12%	-1%
CCCCCCSc1nsc(N)n1	nt	29%	nt	24%	17%	7	nt	27µM*	-1%	24%	-3%
Cc1nc(NS(=O)(=O)c2ccccc2C)c2c3c(sc2n1)CCC3	-21%	1%	-3%	5%	24%	-4	1%	0%	2%	-3%	-2%
COC(=O)COc1ccc(S(=O)(=O)N2CCN(c3ccccc3)CC2)cc1	-2%	-5%	-13%	7%	16%	17	1%	-8%	-1%	-2%	-4%
CCCN1/C(=C(/C#N)C2=NS(=O)(=O)c3ccccc32)N(C)c2ccccc21	1%	22%	2%	2%	15%	-11	-1%	6%	8%	1%	5%
CN(C)c1cccc(C(=O)NNC(=S)NC2CC3CCC2C3)c1 (stereo unspecified)	?	4µM*	?	2%	?	-1	25%	?	-8%	-14%	nt
CCOP(=O)(OCC)C(NC(=O)c1cccs1)C(F)(F)F (stereo unspecified)	0%	-3%	-3%	-3%[9.22 µM]	1%	-2	3%	-2%	7%	2%	2%
O=C1Nc2ccc(F)cc2C12Nc1ccccc1-c1nnc(SCc3ccccc3)nc1O2 (stereo unspecified)	8%	17%	0%	3%	nt	6	1%	-15%	-3%	-2%	?
Cc1oc2c(C)c3oc(=O)c4c(c3cc2c1C)CCC4	9%	-26%	-4%	1%	5%	-1	-2%	1%	-12%	3%	14%
O=C(NCc1ccccn1)C(=O)NN=C1CCCCCCC1	7%	-3%	15%	-10%	-12%	6	1%	-6%	-8%	-15%	0%

An excerpt. The share of hits here may be higher or lower than overall.
